S3 lipid droplet = qHTS Assay for Lipid Storage Modulators in Drosophila S3 Cells; Drosophila S3 cells, BODIPY lipid droplet fluorescence, 18-24 h; cells fed with added oleic acid; lipid storage change, negative = inhibition, % at the top dose, mostly 46.1 µM; hits show Potency in µM; 320,000 tested, 0.64% active; AID 2685; active means well fitted inhibition curve with a large enough effect in the signal ratio, with a control signal flat, not every such curve was filed as active; inconclusive means small, poorly fitted or top-dose-only effect, or effect the other way, or a change in a side signal; the % refers to the signal ratio
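Drosophila S3 cells loaded with oleic acid (400 uM, as added) and compounds at several concentrations; lipid droplets imaged by 488-nm laser-scanning cytometry, 500–530 nm intensity and object ratio to cell channel. Percent activity normalized to 20 uM Triacsin C.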
S3 lipid droplet cell count max = second read-out of S3 lipid droplet, no call of its own (marks repeat the call); cell number change, %; measured here: cell count max response;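 cells counted by Cell Tracker Red CMTPX staining in the red channel; peak over a dose series mostly up to 46.1 µM; percent activity relative to internal control wells on each plate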
Starred values were filed as active, the others as inactive; i = inactive; u = inconclusive; x = not tested or not shown. On the % scale 0 is the no-effect control and ±100 the full control effect; potency means the concentration at half of the fitted maximal effect. The list is partial; count on the stated rates, not on these rows.

The line under a structure holds: S3 lipid droplet, S3 lipid droplet cell count max
- CC1=C(C(N)=O)C(c2cccc(O)c2)n2nc(CCCO)nc2N1 (stereo not given)
→ u, x
- CC(C)Cc1nc2oc3c(NCCCN4CCOCC4)ncnc3c2c2c1CCC2
→ 4.5%, 18.9
- O=C(C1CCCCN1S(=O)(=O)c1ccccc1)N1CCN(Cc2ccccc2)CC1 (stereo not given)
→ u, x
- O=C(CCCCCn1nnc2ccccc2c1=O)N[C@H](C(=O)O)c1ccccc1
→ u, x
- COc1ccc(C(CC(=O)NCC(OC)OC)NS(=O)(=O)c2ccc(Cl)cc2)cc1 (stereo not given)
→ 6.3%, 5.4
- CC(C)C(=O)NNc1ccccc1
→ 7.2%, -8.4
- COC(=O)C1=C(C)NC(=O)CC1c1cccc(OC)c1OC (stereo not given)
→ u, x
- COc1cc(NS(=O)(=O)c2ccc(NC(=O)COc3ccc(C)cc3)cc2)nc(OC)n1
→ 22.0%, 3.3
- COc1ccc(-n2nc(C(=O)NCC(=O)N3CCOCC3)c3ccccc3c2=O)cc1Cl
→ u, x
- Cc1nc2nc(C)c(NS(=O)(=O)c3ccc(Cl)cc3)c(=O)n2[nH]1
→ u, x
- O=C(CN1CCN(c2ncccn2)CC1)N1CCCC1
→ u, x
- COc1cc(OC)cc(C(=O)NC2CCCN(Cc3ccc(Cl)cc3)C2)c1 (stereo not given)
→ 1.7%, 4.0
- O=C(NC1CC2CCCC(C1)N2Cc1ccco1)NC12CC3CC(CC(C3)C1)C2 (stereo not given)
→ u, x
- O=C1c2ccccc2C(=O)N1CN(C(=O)COc1ccc(Cl)cc1Cl)c1cccc(F)c1
→ -8.9%, -17.4
- CN(C)CC(C)(C)CNS(=O)(=O)c1ccc(Cl)s1
→ u, x
- COc1ccc(CNC(=O)Cn2nc(C(F)(F)F)c3c2CCC3)cc1
→ u, x
- Cc1ccc(C(=O)Cn2nnc3ccccc32)cc1
→ 15.3%, -19.0
- NC(=O)c1ccc(NC(=O)COc2cccc3c2CCNC3=O)cc1
→ u, x
- Cc1c(C(=O)O)oc2ccc3c(c12)C(O)CC(C)(C)O3 (stereo not given)
→ u, x
- CCOc1ccc(OCCCC(=O)NC2=NCCS2)cc1
→ i, x
- O=c1c2ccccc2oc2nc3n(c(=O)c12)CCCS3
→ u, x
- CCOc1ccccc1CN1CCN(C2CCC2)CC1CCO (stereo not given)
→ 19.8%, 1.5
- CC(C)(C)C(=O)Nc1cccc2[nH]ncc12
→ u, x
- COc1ccc(/C=N/NC(=O)CCc2nc3ccccc3[nH]2)cc1
→ u, x
- N#C/C(=C\C=C\c1ccccc1[N+](=O)[O-])C(=O)NCc1ccccc1
→ u, x
- NS(=O)(=O)c1ccc(CCNC(=O)CSCC(=O)Nc2ccc(Cl)cc2)cc1
→ 9.4%, 6.8
- COc1ccc(OCC(O)Cn2c(N3CCCCC3)nc3c2c(=O)n(C)c(=O)n3C)cc1 (stereo not given)
→ -0.9%, -13.9
- CC1CCCCN1C(=O)/C(=C\c1ccccc1)c1ccccc1 (stereo not given)
→ -10.3%, 7.2
- COc1cc(NS(=O)(=O)c2ccc(NC(=O)CCC(=O)O)cc2)nc(OC)n1
→ u, x
- CCCCn1c(NCc2ccccc2NS(=O)(=O)c2ccc(C)cc2)nc2ccccc21
→ -3.0%, -1.8

Five successive entries from above, quoted:
The line under a structure holds: S3 lipid droplet, S3 lipid droplet cell count max
- NS(=O)(=O)c1ccc(CCNC(=O)CSCC(=O)Nc2ccc(Cl)cc2)cc1
→ 9.4%, 6.8
- COc1ccc(OCC(O)Cn2c(N3CCCCC3)nc3c2c(=O)n(C)c(=O)n3C)cc1 (stereo not given)
→ -0.9%, -13.9
- CC1CCCCN1C(=O)/C(=C\c1ccccc1)c1ccccc1 (stereo not given)
→ -10.3%, 7.2
- COc1cc(NS(=O)(=O)c2ccc(NC(=O)CCC(=O)O)cc2)nc(OC)n1
→ u, x
- CCCCn1c(NCc2ccccc2NS(=O)(=O)c2ccc(C)cc2)nc2ccccc21
→ -3.0%, -1.8

Additional structures.
The line under a structure holds: S3 lipid droplet, S3 lipid droplet cell count max
- CCNC(=S)N(Cc1ccc2c(c1)OCO2)C1CC(=O)N(c2ccc(F)cc2)C1=O (stereo not given)
→ u, x
- CCOc1ccc(-c2nc(C#N)c(N3CCOCC3)o2)cc1
→ u, x
- O=S(=O)(NC1CCCC1)c1ccccc1Cl
→ -7.1%, x
- CC1(C)Cc2ccccc2C(NNC(=O)c2ccncc2)=N1
→ 8.2%, 0.9
- CCN(CC)CCNC(=O)c1ccccn1
→ -0.5%, -1.1
- CC(O)CNc1nc2ccccc2n1CC(=O)NC12CC3CC(CC(C3)C1)C2 (stereo not given)
→ -7.3%, -26.4
- CCn1c(-c2ccc(Cl)cc2)n[nH]c1=S
→ u, x
- CC(=O)c1ccc(NC(=O)CCNS(=O)(=O)c2cccc3nonc23)cc1
→ 23.1µM*, x
- CC(=O)Nc1ccc(S(=O)(=O)N2CCC(C(=O)NCCC(=O)NCc3ccccc3)CC2)cc1
→ u, x
- COc1cc(C)c(NC(=O)Cc2ccsc2)cc1OC
→ i, 12.8
- O=C(NN1C(=O)C2C3C=CC(C3)C2C1=O)C(O)c1ccccc1 (stereo not given)
→ u, x
- N#Cc1cc(S(=O)(=O)N2CCOCC2)ccc1N1CCOCC1
→ u, x
- C=CCOC(=O)C1=C(C)NC(=O)NC1/C=C/c1ccccc1 (stereo not given)
→ 8.0%, -0.9
- CS(=O)(=O)N1CCCC(C(=O)Nc2ccccc2F)C1 (stereo not given)
→ 4.5%, -16.5
- Cc1c(NC(=O)C(CC(=O)O)NCc2ccco2)c(=O)n(-c2ccccc2)n1C (stereo not given)
→ -5.6%, -1.1
- O=C(NCc1ccccc1)C(=O)NCC1OCCN1S(=O)(=O)c1ccc2c(c1)OCCO2 (stereo not given)
→ u, x
- Cc1cc(C(=O)N/N=C/c2c(C)nn(-c3ccccc3)c2C)n[nH]1
→ 6.6%, -0.3
- COc1cc(C)c(S(=O)(=O)NCCCn2ccnc2)cc1C
→ u, x
- CC(C)(C)C1CCc2[nH]c3ccccc3c(=O)c2C1 (stereo not given)
→ u, x
- N#CCCN1CCNCC1
→ u, x
- CN(c1ccccc1C(=O)O)S(=O)(=O)c1ccc2[nH]c(=O)oc2c1
→ 10.2%, 12.4
- S=C(Nc1ccccc1)N1CCn2c1nc1ccccc12
→ u, x
- O=C(CSc1nc(-c2ccc(F)cc2)nc2c1Cc1ccccc1O2)Nc1ccc(C(=O)O)cc1
→ 4.5%, -7.6
- COC(=O)c1ccccc1S(=O)(=O)N(Cc1ccco1)Cc1cc2cc(OC)ccc2[nH]c1=O
→ u, x
- COc1ccc(/C=C2\Sc3ccc(C(=O)NCc4cccnc4)cc3N(C)C2=O)cc1OC
→ 0.1%, 5.6
- CC1CCCC(NC(=O)c2ccc3c(=O)n(CC4CCCO4)c(=O)[nH]c3c2)C1C (stereo not given)
→ 0.3%, -3.9
- COCCNC(=S)N(CCc1c(C)[nH]c2ccc(C)cc12)Cc1ccco1
→ u, x
- Cc1cccc(NC(=O)CSCc2cc(=O)n3c(C)csc3n2)c1C
→ u, x
- C=CCNC(=S)Nc1ccc(Cl)cc1F
→ u, x
- CCN(CC)CCCNC(=O)CCC(=O)NNc1nc2ccccc2c2nc(C)nn12
→ 3.2%, 7.9

The line under a structure holds: S3 lipid droplet, S3 lipid droplet cell count max
- CCc1ccc(-n2c(SCC(=O)N3CCC(C(=O)O)CC3)nnc2-c2ccncc2)cc1
→ -0.1%, 7.0
- Cc1ccc(C(=O)Nc2ncccc2O)cc1S(=O)(=O)N1CCCCC1
→ u, x
- CC1CCCC(C)N1C(=O)CSc1nc2ccccc2s1 (stereo not given)
→ u, x
- COC1=CCC2([N+](=O)[O-])CN(CC(=O)O)CC1([N+](=O)[O-])C2 (stereo not given)
→ u, x
- Cc1ccc2c(c1)COc1c3ccc(C(=O)N[C@@H](C)CO)cc3nn1-2
→ -6.7%, -0.1
- CCC1CCCCN1C(=S)NC(=O)c1cccs1 (stereo not given)
→ u, x
- Cc1ccc(CNC(=O)Nc2ccc(F)cc2)n1C
→ 2.8%, -12.6
- N#CC(c1ccc(Cl)nn1)c1ccc(Cl)cc1Cl (stereo not given)
→ u, x
- Cc1cc(OC(C)C(=O)N2CCN(c3ccc(F)cc3)CC2)c2c(C)c(C)c(=O)oc2c1 (stereo not given)
→ u, x
- CCOc1ccccc1NC(=O)C(OC(=O)c1cnccn1)c1ccccc1 (stereo not given)
→ u, x
- Cc1cc(NC(=O)c2cccc(S(=O)(=O)N3CCCCCC3)c2)no1
→ -0.3%, 4.4
- CC(=O)c1c(C)[nH]c(C(=O)N2CCc3ccccc3C2)c1C
→ u, x
- Cc1c(Cl)c(C(=O)N2CCCc3ccccc32)nn1C
→ -5.2%, 3.2
- COc1ccc(N(CC(=O)NCc2ccc3c(c2)OCO3)C(=O)c2csnn2)cc1
→ 1.16µM*, -14.1*
- COc1cc(/C=N/NS(=O)(=O)c2ccccc2)ccc1OS(=O)(=O)c1ccc(C)cc1
→ 8.1%, 20.6
- C=CCSc1nnc(NC(=O)C23CC4CC(CC(NC(C)=O)(C4)C2)C3)s1
→ u, x
- CC(=O)NC1(NC(C)=O)CCN(C)C(c2ccccc2)C1C (stereo not given)
→ u, x
- CN1CCN(c2nc3c(c(=O)n(C)c(=O)n3C)n2CCSc2nc3ccccc3s2)CC1
→ 6.8%, 7.7
- COc1cc(-c2nnc3sc(-c4cccs4)nn23)cc(OC)c1OC
→ u, x
- O=C(CN(Cc1cccs1)S(=O)(=O)c1ccc(S(=O)(=O)NC2CCCCC2)cc1)Nc1ccccc1
→ u, x
- CCn1c(Oc2ccc(F)cc2)nc2c1c(=O)n(C)c(=O)n2C
→ i, x
- O=C(Nc1ccccc1F)c1coc(=O)c(Br)c1
→ 1.8%, 2.8
- COc1ccc(C(=O)CSc2nnc(CNC(=O)c3ccc(OC)cc3)n2C)cc1
→ u, x
- COc1ccc(N2CC(C(=O)Nc3nnc(SCC(=O)NC4CCCC4)s3)CC2=O)cc1 (stereo not given)
→ u, x
- COc1cc(/C=N/NC(=O)C(=O)Nc2ccccn2)ccc1O
→ 1.5%, 5.6
- O=C(NC1CC1)C1=C[C@@H](c2coc3ccccc3c2=O)C[C@@H](OCCCCO)O1
→ -7.8%, -14.0
- N=c1n(CC(=O)c2ccc([N+](=O)[O-])cc2)c2ccccc2n1Cc1ccc(Cl)cc1
→ 0.4%, 7.1
- O=C(O)Cc1sc(Nc2ccc(Cl)cc2)nc1-c1cccs1
→ u, x
- Cc1ccc(C)c(N2CCN(C(=O)Cn3c(=O)[nH]c4ccsc4c3=O)CC2)c1
→ i, x
- Cc1ccc(C)c(N2CCN(C(=O)Nc3ccc4c(c3)N(C)C(=O)CS4)CC2)c1
→ 6.3%, -6.5

The line under a structure holds: S3 lipid droplet, S3 lipid droplet cell count max
- COc1ccc(/C=N/N2CCN(C)CC2)cc1O
→ i, x
- Cc1cc(C2=NNC(=NC3CC3)SC2)c(C)n1-c1ccccc1
→ -11.8%, -23.8
- O=C(O)c1ccccc1C(=O)Nc1ccc(-n2nccc2C(F)(F)F)cc1
→ 7.6%, 17.3
- Cc1[nH]c2ccccc2c1SCCNC(=O)c1ccc(S(=O)(=O)N2CCCC2)cc1
→ 15.4%, -15.8
- CCCC(=O)Nc1ccc(C(=O)Nc2ccc([N+](=O)[O-])cc2OC)cc1
→ u, x
- O=[N+]([O-])c1ccc(Cl)c(S(=O)(=O)Nc2cccc(-c3ccc(N4CCCC4)nn3)c2)c1
→ u, x
- Cc1ccc(C(=O)NCCN2C3=NC[C@H](C(C)C)N3C[C@H]2Cc2ccc(O)cc2)cc1Br
→ -5.7%, -1.3
- NS(=O)(=O)c1ccc(N=NN2CCCCC2)cc1
→ -4.7%, 10.1
- CC/C(=C\C(=O)c1ccncc1)Nc1ccc(Br)cc1
→ u, x
- CCN1CCN(S(=O)(=O)c2cc(OC)c(Cl)cc2OC)CC1
→ u, x
- O=C(NCCc1cccs1)c1ccc(CS(=O)Cc2ccc(Cl)cc2)o1 (stereo not given)
→ i, x
- COc1ccc2c(Cl)c(C(=O)N/N=C/c3c(C)[nH]c4ccccc34)sc2c1
→ 2.3%, -1.1
- COc1ccc(-c2n[nH]c(=S)n2/N=C/C=C/c2ccccc2OC)cc1
→ 13.0%, 4.1
- COc1ccc(C(CC(=O)Nc2ccccc2OC)n2cccc2)cc1 (stereo not given)
→ u, x
- Cc1ccc(S(=O)(=O)Nc2cc(-c3ccccc3)nn2C)cc1Cl
→ -4.3%, -0.9
- CCCCCn1c(Sc2ccccc2)nc2c1c(=O)[nH]c(=O)n2C
→ i, 5.6
- Cc1ccc(CNCC(O)(c2ccc(F)cc2)c2ccc(F)cc2)cc1
→ u, x
- C/C(=N\NC(=O)C(N)=O)c1ccc(Br)cc1
→ -2.2%, 4.0
- CCOC(=O)c1cc2c(=O)c3cc(C)ccc3oc2nc1C
→ i, 28.1
- Cc1nc(N2CCC(C)CC2)c2c(C)c(C(=O)Nc3ccc(C(F)(F)F)cc3)sc2n1
→ -14.6%, -9.8
- CCCCc1nnc(NC(=O)C2CC(=O)N(c3ccc4c(c3)OCCO4)C2)s1 (stereo not given)
→ 8.2%, 4.4
- O=C(NCc1cccnc1)c1ccc(COc2ccc3c(c2)CCC3)o1
→ u, x
- CCOC(=O)c1c(C)[nH]c(C(=O)CSc2nc3ccccc3o2)c1C
→ u, x
- CC1(C)Cc2c(sc3c2C2=NCCN2C=N3)CS1
→ -2.5%, -3.2
- CCOC(=O)C1=C(CS(=O)(=O)c2ccc(C)c(C)c2)NC(=O)NC1c1ccc(O)cc1 (stereo not given)
→ 2.8%, 3.3
- Cc1ccc(S(=O)(=O)NC(Cc2ccccc2)C(=O)NN)cc1 (stereo not given)
→ u, x
- COC(=O)Cn1cnc2c(oc3ccccc32)c1=O
→ -2.2%, -11.5

Compound activity from PubChem.
